Screening results (PubChem BioAssay)
DT40 TDP1 CPT = growth inhibition of DT40 Tdp1-/-;hTDP1 cells with camptothecin (screen for TDP1 inhibitors) | chicken DT40 Tdp1-/-;hTDP1 cells + 20 nM CPT, ATP luminescence, 48 h | Potency, µM (highest dose often 46.2 µM), for the others: at the highest dose activity change, negative = growth inhibition, actives largely listed as inhibitors | 420,000 tested, 12% active; note: nearly all actives have a fitted effect of over 55% in size
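Chicken DT40 Tdp1-/- cells stably complemented with human TDP1 were seeded at 400 cells/well in medium containing 20 nM camptothecin, exposed to pin-transferred compounds, and grown at 37 °C for at least 48 hr. Viability was read as ATP luminescence.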
KAT2A inh = blocks human GCN5L2 histone acetyltransferase | Q92830 | GCN5L2 HAT assay, ThioGlo1 CoA-SH fluorescence | Potency, µM (top dose mostly 58.9 µM), without a hit: at the highest dose activity change, negative = inhibition, usual class: inhibitors | 390,000 tested, 0.21% active | AID 504327
Target sequence (Q92830 whole entry, looked up): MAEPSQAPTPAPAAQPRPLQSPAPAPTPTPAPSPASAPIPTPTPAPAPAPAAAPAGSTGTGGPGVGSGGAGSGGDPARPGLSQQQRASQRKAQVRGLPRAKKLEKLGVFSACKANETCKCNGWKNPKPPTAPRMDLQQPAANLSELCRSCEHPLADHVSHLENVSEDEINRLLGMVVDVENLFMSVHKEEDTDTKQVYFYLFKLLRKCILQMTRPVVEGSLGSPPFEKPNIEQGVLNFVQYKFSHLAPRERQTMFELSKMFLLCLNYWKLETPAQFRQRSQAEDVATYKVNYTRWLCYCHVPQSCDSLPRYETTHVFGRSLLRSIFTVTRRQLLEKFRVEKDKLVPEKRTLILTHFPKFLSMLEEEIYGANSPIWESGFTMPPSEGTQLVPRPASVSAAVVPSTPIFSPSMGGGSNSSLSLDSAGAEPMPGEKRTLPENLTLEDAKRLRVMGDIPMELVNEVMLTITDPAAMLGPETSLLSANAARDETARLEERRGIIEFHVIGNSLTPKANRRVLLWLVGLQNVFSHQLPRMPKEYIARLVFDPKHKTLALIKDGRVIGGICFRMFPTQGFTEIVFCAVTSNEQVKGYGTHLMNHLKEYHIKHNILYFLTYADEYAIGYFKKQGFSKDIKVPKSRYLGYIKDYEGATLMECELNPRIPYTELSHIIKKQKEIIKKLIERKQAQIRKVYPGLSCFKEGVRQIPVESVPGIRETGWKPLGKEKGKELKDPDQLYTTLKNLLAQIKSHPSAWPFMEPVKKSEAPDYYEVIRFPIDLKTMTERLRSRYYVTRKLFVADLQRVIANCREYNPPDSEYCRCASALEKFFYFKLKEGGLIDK
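Titration-based screen in which CoA formation is detected via maleimide probe ThioGlo1 (50uM) turning fluorescent on thiol reaction; substrates H3(1-25) 75uM and acetyl-CoA 70uM, GCN5L2 20nM, 20 min incubation at room temperature.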
DT40 TDP1 no CPT = qHTS for Inhibitors of human tyrosyl-DNA phosphodiesterase 1 (TDP1): qHTS in cells in absence of CPT | 420,000 tested, 15% active | Potency, µM (top dose mostly 46.2 µM), for inactives: top-dose activity change, negative = growth inhibition, actives largely listed as inhibitors | AID 686978, 2013 | DT40 Tdp1-/- hTDP1 cells, no CPT, ATP luminescence, 48 h; note: nearly all actives have a fitted effect of over 55% in size
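Camptothecin absent (DMSO only). Human TDP1-complemented DT40 knockout cells, 400 cells/well, 37 °C for minimum 48 hr; ATP measured via CellTiter-Glo, 30 min dark incubation, luminescence.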
Active calls of the source: *; ? = inconclusive; . = not tested or not shown; & = joins results of further samples; ! = repeats disagree; [ ] = remark or other dose. Calls come from the whole dose curve; as a rule, active = well fitted curve in the direction sought with a large enough effect; inconclusive = small, poorly fitted or top-dose-only effect, or another doubt; inactive = no such curve, though single readings can be large; an effect the other way counts as inactive or inconclusive. % is set by controls: 0 for no effect and ±100 for the full control effect; potency is the fitted concentration of half-maximal effect.

Second line of a record – DT40 TDP1 CPT, KAT2A inh, DT40 TDP1 no CPT
COc1ccc(C(=O)NCCc2nnc(SCC(=O)Nc3ccccc3C(C)C)n2C)cc1
 : -19%, -6%, -8%
O=C(Cn1c(=O)oc2ccccc21)N1CCN(S(=O)(=O)c2ccccc2)CC1
 : -2%, -7%, 29%
Cc1csc2nc(CCNS(=O)(=O)c3ccc(F)cc3)cn12
 : -11%, -10%, 1%
CN(C)CCCN(Cc1cc2cc3c(cc2[nH]c1=O)OCO3)C(=S)Nc1ccccc1
 : 0%, 2%, -4%
CN(CC(=O)Nc1ccccc1Br)C(=O)c1cc2c(s1)CCCCC2
 : ?, -9%, ?
CN1CCN(c2ccc(-c3cccc(NC(=O)COc4ccc(Cl)cc4Cl)c3)nn2)CC1
 : ?, -1%, ?
N#Cc1ccc(CSc2nc3c(c(=O)[nH]2)CCC3)cc1
 : -1%, -1%, -15%
CCOc1cccc(NC(=O)C2CC(=O)N(C)C(=Nc3ccc(F)cc3)S2)c1 (stereo not given)
 : ?, -4%, ?
Cc1cc(NC(=O)c2ccc(S(=O)(=O)Nc3ccccc3)cc2)no1
 : -8%, -17%, -12%
Cc1cc(NC(=O)COC(=O)C2CCN(C(=O)c3ccc(Cl)cc3)CC2)no1
 : 2%, -3%, -5%
CC(C)OC(=O)CSc1nnc(CNc2ccc(Cl)cc2)n1Cc1ccccc1
 : ?, -2%, ?
O=C(O)CCCNS(=O)(=O)c1ccc(NCc2ccccc2)c(C(=O)O)c1
 : 2%, -1%, 9%
COc1ccc(-c2c3c(nc4sc(C(=O)Nc5cccc(OC)c5)c(N)c24)CC(C)(C)CC3=O)cc1
 : ?, -9%, 13µM*
CCOC(=O)NN1C(=O)c2ccccc2NC1c1ccccc1 (stereo not given)
 : -29%, -15%, -14%
CC(=O)N1CCN(CC(c2ccccc2)c2ccccc2)CC1
 : -28%, -8%, -20%
Cc1ccc(NC(=O)CN(C)C(=S)NC2CC2)cc1
 : 0%, -3%, 2%
COCCNS(=O)(=O)c1cc(OC)c(C)cc1C
 : -6%, -23%, -1%
COc1cccc(CN(C)S(=O)(=O)c2c(C)noc2C)c1OC
 : -22%, 0%, -22%
CCOC(=O)C1(CC2CCCCO2)CCN(C(=O)Nc2ccc3c(c2)OCO3)CC1 (stereo not given)
 : -9%, -2%, -22%
Cc1cnc(C(=O)OCC(=O)Nc2ccc(Br)cc2F)cn1
 : ?, -3%, -4%

Compound profiles (already shown). Order of screens: DT40 TDP1 CPT, KAT2A inh, DT40 TDP1 no CPT
Shown for `CN1CCN(c2ccc(-c3cccc(NC(=O)COc4ccc(Cl)cc4Cl)c3)nn2)CC1` = ?, -1%, ?
Shown for `Cc1ccc(NC(=O)CN(C)C(=S)NC2CC2)cc1` = 0%, -3%, 2%
Shown for `CN(C)CCCN(Cc1cc2cc3c(cc2[nH]c1=O)OCO3)C(=S)Nc1ccccc1` = 0%, 2%, -4%

New compounds follow:
Second line of a record – DT40 TDP1 CPT, KAT2A inh, DT40 TDP1 no CPT
NC(=O)C1CCN(C(=O)c2ccc(OCC(=O)Nc3cccc(C(F)(F)F)c3)cc2)CC1
 : -11%, -4%, ?
O=C(CC1Oc2ccccc2NC1=O)NCCCN1CCOCC1 (stereo not given)
 : -23%, -9%, -6%
COc1cccc(CN2CC(C(=O)NCCCc3ccncc3)CCC2=O)c1 (stereo not given)
 : 4%, -3%, -20%
COc1cccc(NS(=O)(=O)NC(=O)c2c(C)[nH]c3ccccc23)c1
 : -25%, 1%, 3%
CC1=NNC(=O)C1CC(=O)N/N=C/C(Br)=C/c1ccccc1 (stereo not given)
 : 21µM*, -4%, 21µM*
CC(=O)c1ccc(Nc2nc3c(S(=O)(=O)c4ccccc4)nnn3c3ccc(Cl)cc23)cc1
 : ?, -4%, -26%
CCn1c(SCC(=O)NC(=O)NCc2ccco2)nnc1-c1cccs1
 : 0%, 24%, 3%
O=C1CCc2cc(S(=O)(=O)NCc3ccc(F)cc3)cc3c2N1CC3
 : ?, -3%&17%, -16%&-16%
COc1ccc(CC(=O)NC(C)(C)C)cc1S(=O)(=O)N1CCOCC1
 : -14%, 3%, -5%
CC1CCc2c(sc3ncn4c(SCC(=O)NCc5ccco5)nnc4c23)C1 (stereo not given)
 : ?, 4%, 21µM*
Cc1ccc2c(/C=C/c3ccc(N(C)C)cc3)ccnc2c1
 : 11µM*, ., ?
CCN(C(=O)CSc1nc2cc(C(=O)OC)ccc2c(=O)n1Cc1ccco1)c1cccc(C)c1
 : 21µM*, 22%, ?
COc1ccc(CCNC(=O)CCS(=O)(=O)Cc2ccccc2C)cc1OC
 : -5%, 28%, 7%
NNCCc1ccccc1
 : ?, -10%, 13µM*!
CCSc1ncc(/C=N/Nc2ccc(Cl)cc2)n1C
 : ?, -10%, ?
Fc1ccc(C2NC(=S)NC3=C2N2CCC3CC2)cc1 (stereo not given)
 : 6%, -1%, -9%
N#C/C(=C\c1c(N2CCC(C(N)=O)CC2)nc2ccccn2c1=O)S(=O)(=O)c1ccccc1
 : -20%, -6%, 1%
COc1cc2c(cc1NC(=O)C(C)OC(=O)C1CC(=O)N(Cc3ccco3)C1)oc1ccccc12 (stereo not given)
 : -14%, -14%, -13%
CN(CCOc1ccccc1)C(=O)c1ccc2c(=O)n3c(nc2c1)CCC3
 : -9%, -6%, -2%
COc1ccc(C2=NN(C(=O)COc3ncnc4ccccc34)C(c3ccco3)C2)cc1 (stereo not given)
 : -70%, 1%, 26µM*

The results go on.
SMILES	DT40 TDP1 CPT	KAT2A inh	DT40 TDP1 no CPT
COC(=O)c1cccc(COC(=O)c2ccc(CS(=O)(=O)c3ccc(C)cc3)cc2)c1	?	-5%	?
Cc1oc2cc(O)ccc2c(=O)c1Oc1ccccc1	6.5µM*	-15%	5.8µM*
CC(C)(C)OC(=O)N1CCC(c2c(C(=O)N3CCN(c4ccc(Cl)cc4)CC3)cnn2-c2ccc(F)cc2F)CC1	?	-3%	16µM*
CCOC(=O)N1CCN(C(=O)COC(=O)C2CCN(S(=O)(=O)c3ccc(C)c(C)c3)CC2)CC1	5%	-5%	9%
O=C(NCC(c1cccnc1)N1CCN(c2ccccc2)CC1)c1ccco1 (stereo not given)	-6%	.	-4%
CC(=O)c1sc(Nc2ccc(Oc3ccccc3)cc2)nc1C	?	.	21µM*
COc1ccc(-c2cc(-c3ccccc3)nc(SCC(=O)Nc3ncc(C)s3)c2C#N)cc1	-28%	-20%	?
O=C(Cn1cnc2c(OCc3ccccc3)ncnc21)NCc1nc2ccccc2[nH]1	?	-4%	?
C/C(=N\NC(N)=S)c1ccc(-n2ccnc2)cc1	1%	-20%	-12%
COc1cc(/C=N/S(=O)(=O)CCc2ccccc2)cc(OC)c1O	4%	-7%	9%
CC(C)(C)C(=O)CN1CCN(C2c3ccccc3-c3ccccc32)CC1	?	-7%[0.501 µM]	?
O=C(Cc1ccccc1)NCC(=O)N/N=C/c1ccc(C(=O)O)cc1	-3%	0%	-2%
COc1cccc(-c2ccc(CN3C(C(C)C)C(=O)N(Cc4cn(CCC5OCCO5)nn4)CCS3(=O)=O)cc2)c1OC (stereo not given)	21µM*	.	?
Cc1ccc(-c2csc(C(O)(c3ccccc3)C(F)(F)F)n2)cc1C (stereo not given)	?	.	16µM*
C[C@H]1C(O)[C@@]23CCC4C5(C=[N+](CCO)C[C@]4(C)CCC5)C2C[C@@H]1C3 (stereo not given in full)	-3%[9.04 µM]	.	-11%[9.04 µM]
O=C(Nc1cccc(Cc2ccccc2)c1)Nc1ccc2nc([C@@H]3O[C@H](CO)[C@@H](O)[C@H](O)[C@H]3O)[nH]c2c1	?	.	-2%
CC(=O)Oc1ccc(C(=O)Nc2ccccc2C(=O)N2CCCCC2)cc1	-8%	-27%	-30%
COc1ccc(C(C(=O)NCc2ccccc2)N(C(=O)c2snc(C(N)=O)c2N)c2ccccc2OC)cc1 (stereo not given)	?	-17%	?
CCN1C(=O)c2ccccc2S(=O)(=O)c2ccc(C(=O)NCc3ccccc3Cl)cc21	?	-5%	?
CC(=O)NCC(=O)NC1CCCc2c1cnn2-c1ccccc1F (stereo not given)	-5%	-2%	-1%
COCCCNc1nc2c(c(=O)n(Cc3ccc(F)cc3)c(=O)n2C)n1C	-5%&-21%	1%&-1%	-4%&-27%
Cc1ccc(C(=O)NCC(=O)NCCSc2ccc(Br)cc2)cc1	-6%	1%	-25%
CC(NC(=O)COc1cccc(Br)c1)C(=O)O (stereo not given)	1%	0%	-17%
COc1ccc(CN(C)C(=O)[C@H]2O[C@@H](n3cnc4c(N)ncnc43)[C@H](O)[C@@H]2O)cc1OC	-2%	.	7%
C=C(C)Cn1c(C)cc(C)c(S(=O)(=O)c2ccccc2C)c1=O	?	-1%	?
Cc1ccc(CNC(=O)CCS(=O)(=O)c2cccc3nsnc23)cc1	0%	0%	-4%
CCOC(=O)C1CCN(C(=O)c2cc(-c3ccncc3)nc3ccccc23)CC1	?	-3%	21µM*
C/C(O)=C\c1nc2ccccc2oc1=O	10µM*	-10%	7.3µM*
Cc1ccc(CN2CCN(Cc3cn(C)nc3-c3ccccc3)CC2CCO)o1 (stereo not given)	7%	-1%	-5%
Cc1ccsc1/C=N/NC(=O)c1ccc(Cn2cc(Br)cn2)o1	-21%	-1%	?

Gathered by group, the entries above with a CF3 group.
SMILES	DT40 TDP1 CPT	KAT2A inh	DT40 TDP1 no CPT
NC(=O)C1CCN(C(=O)c2ccc(OCC(=O)Nc3cccc(C(F)(F)F)c3)cc2)CC1	-11%	-4%	?
Cc1ccc(-c2csc(C(O)(c3ccccc3)C(F)(F)F)n2)cc1C (stereo not given)	?	.	16µM*

Next section
SMILES	DT40 TDP1 CPT	KAT2A inh	DT40 TDP1 no CPT
COc1cc(NC(=O)c2ccc(=O)[nH]n2)cc(OC)c1OC	17%	-8%	-2%
COc1ccc(/C=C2\N=C(C)N(c3ccc(C(=O)O)cc3)C2=O)cc1OC	1%	-8%	-5%
COc1cccc(Cn2c(=O)c(-c3ccc(Cl)cc3)nc3cnc(OC)nc32)c1	2%	-21%	-3%
COc1cc(/C=C2\C(=O)N(c3cccc(C(=O)O)c3)N=C2C)ccc1OCc1ccccc1	-16%	.	?
Cc1ccc(C)c(S(=O)(=O)N2CCCC2CNC(=O)C(=O)NC2CC2)c1 (stereo not given)	17%	-1%	-27%
O=C(NCCCc1nc2ccccc2n1Cc1cccc(Cl)c1)C1CCCCC1	-18%	-5%	?
CCOC(=O)c1nn(-c2ccccc2)c(C#N)c1N	16%	-6%	-9%
COc1ccccc1C/C(N)=N/OC(=O)COc1cccc(C)c1C	-2%	-11%	-24%
CCN1C(=NCc2cccc(Cl)c2)N[C@@H](c2cccc(C(F)(F)F)c2)C(C(=O)OC)=C1C	11µM*	.	?
CCOc1ccc(NC(=S)N2CCN(S(C)(=O)=O)CC2)cc1	-1%	-1%	2%
CCOc1ccc(NC(=O)c2cc3cc(C)ccc3n2C)cc1	-4%	-10%	-21%
COc1cc(Cl)c(C)cc1NC(=O)Cc1ccc(OC)c(OC)c1	-28%	2%	15µM*
CCOC(=O)C(=NC1CCS(=O)(=O)C1)NNc1ccccc1Cl (stereo not given)	-13%	25%	7%
Cc1ccc(S(=O)(=O)N2CCN(C(=O)c3cc(C4CC4)nc4c3cnn4C(C)C)CC2)cc1	?	-6%	4.1µM*
COc1ccc(C(C)(NC(C)=O)c2nc(-c3cccc4cccnc34)cs2)cc1 (stereo not given)	21µM*	.	23µM*
COc1ccccc1C1CC(c2ccc(Cl)cc2)Nc2nc(N)nn21 (stereo not given)	10µM*	-7%	16µM*
CCCN(CC(=O)Nc1ccccc1C)C(=O)c1ccc(N2CCOCC2)c([N+](=O)[O-])c1	3%	-4%	-3%
CCOC(=O)C1CCN(C(=S)NC(=O)c2cccs2)CC1	-26%	0%	?
Cc1c(NS(=O)(=O)c2cccc(C(=O)NCc3ccccc3)c2)c(=O)n(-c2ccccc2)n1C	-1%	-6%	2%
CCC(c1nnnn1-c1ccc2c(c1)OCCO2)N1CCc2ccccc2C1 (stereo not given)	?	.	?
Cc1c(Cl)cccc1NC(=O)C(=O)NCCc1csc2nc(-c3ccccc3F)nn12	18µM*	-2%	?
O=C(O)CCn1cnc2onc(-c3cc(F)cc(F)c3)c2c1=O	1%	-8%	5%
COc1cccc(OC)c1C(=O)Nc1nnc(-c2ccc(F)cc2)s1	-24%	-5%	-5%
Cc1nc(C(=O)N(C)C)nn1-c1cc(Cl)ccc1Cl	-9%	-8%	-8%
N#Cc1cc(C(=O)c2cc(F)ccc2O)cn(Cc2ccccc2)c1=O	-1%	-6%	?
